# Screening data: PubChem, several laboratories
# K1F lysis inhibition: inhibition of K1F phage lysis, E. coli UTI89, bacterial capsule biogenesis inhibitors, alamar blue (AID 488966); hit rate 0.02% among 340,000; inhibition, % at 100 µM; hits with a dose series show IC50 in µM; E. coli UTI89 K1F phage lysis, alamar blue, 2 h; higher % means a stronger effect;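 active = phage lysis inhibition, versus mean bacterial control, above a set limit; inconclusive = no clear call, values can overlap the other calls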;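 also: capsule biogenesis inhibitors block K1F phage lysis so surviving cells raise fluorescence; higher fluorescence means more inhibition of phage lysis; actives were called in the ten point dose series up to 300 µM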
# Myeloid diff MLP: induction of myeloid progenitor differentiation, primary screen, cell-based, flow cytometry, MLPCN library. ER-HoxA9 myeloid progenitors, lysozyme-GFP differentiation. calls only at 10 µM. hit rate 1% among 360,000;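 active = normalized GFP-positive differentiation at or above the plate's own cutoff, the solvent-only control mean plus 3 SD; inconclusive = no clear call, values can overlap the other calls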;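 also: cells exposed to compound for four days before flow analysis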
# SV40 large T antigen: SV40 large T antigen inhibitors, biochemical (AID 1903) | SV40 large T antigen ATPase/helicase inhibition assay; higher % means a stronger effect | inhibition, % at 20 µM, or IC50 in µM where a hit was titrated | hit rate 0.39% among 310,000; in the data active = a potency from the dose series; inconclusive = inhibition mostly from about 32% at the one dose, without a potency; inactive = the rest, 99 in 100 with inhibition below about 32%; also: strong numbers were not always called active
# TNAP activation fold: human TNAP enzyme activators, primary screen, biochemical, luminescent, no phosphate acceptor, uHTS (AID 1001); purified TNAP, luminescent activation assay, no phosphate acceptor; higher activation fold means a stronger effect; one-dose activation fold at 20 µM; EC50 in µM for titrated hits; hit rate 0.03% among 200,000; Alkaline phosphatase, tissue-nonspecific isozyme (Homo sapiens); in the data active = activation fold from about 3, or a potency from the dose series; inactive = the rest, 99 in 100 with activation fold below about 1.6; also: many of its hits are not listed in these tables
# T cell HTS: modulators of CD8 T cell-vesicle binding, primary screen, mouse 2C CD8+ T cells, flow cytometry. 2C CD8+ T cell-vesicle binding; hits give low values. calls only at 7 µM. hit rate 0.068% among 330,000;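 active = response, share of CD8 T cells binding vesicles, and their 90th percentile fluorescence all below set limits, cut at about 80% in these data, passing the limit was not always enough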
#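 Read-out – percent CD8+ FL2 mean versus row control · System – murine 2C transgenic CD8+ T lymphocytes · Times – 1.5 h cell–vesicle binding at 37 °C, then 20 min icy labelling · Control set – naked vesicles low, QL9 vesicles with vehicle high · Detection – cytometric PE anti-B7-1 and Alexa647 anti-CD8 signals after 1% paraformaldehyde fixation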
# RSV CPE inhibition: RSV antiviral activity via CPE protection, HEp-2 cells, primary 10 µM value included (AID 2391); one-dose CPE inhibition, % at 10 µM; IC50 in µM for titrated hits; HEp-2 cells, RSV-induced CPE inhibition; higher % means a stronger effect; hit rate 0.13% among 310,000; in the data active = a potency from the dose series; inconclusive = CPE inhibition mostly from about 23% at the one dose, without a potency; inactive = the rest, 99 in 100 with CPE inhibition below about 21%; also: strong numbers were not always called active
# MgcRacGAP inhibition: MgcRacGAP GTPase-activating activity inhibitors, confirmation, biochemical, ADP Hunter fluorescence | inhibition, % at 30 µM, or IC50 in µM where a hit was titrated | hit rate 0.6% among 340,000 | MgcRacGAP-stimulated Rac1 GTP hydrolysis, ADP Hunter fluorescence; higher % means a stronger effect; GST-tagged Rac1 F28L mutant substrate;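 active = first-screen hits whose inhibition reached a set limit at any dose in the follow-up dose series; inconclusive = inhibition above the set first-screen limit but never retested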;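 also: fluorescence reports GDP produced by GAP-driven GTP hydrolysis; strong numbers were not always called active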
# Salmonella PhoP GFP: inhibitors of PhoP regulon expression, primary screen, Salmonella Typhimurium, GFP reporter (AID 1863); S. Typhimurium PhoP-regulated promoter GFP reporter, 4 h; higher % means a stronger effect; inhibition, % at 50 µM; hits with a dose series show IC50 in µM; hit rate 0.16% among 300,000;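 active = inhibition over 29.93%, a cutoff 3 SD above the screen mean, later confirmed by dose response; inconclusive = inhibition over 29.93% but no dose response follow-up; inactive = inhibition at most 29.93% or unconfirmed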;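 also: 0% = low Mg2+ inducing control and 100% = high Mg2+ repressing control; strong numbers were not always called active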
# NTR1 ag: agonists of NTR1, primary screen, imaging, U2OS cells, beta-arrestin-GFP, high content (AID 493036). NTR1-U2OS beta-arrestin-GFP spot imaging, agonist mode. activation, % at 20 µM. hit rate 0.17% among 330,000;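 active = activation at or above 40% of the spot to cytoplasm intensity ratio, with at least 20 cells analyzed; inconclusive = wells under 20 cells, flagged as cytotoxic or low count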;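 also: 0% = DMSO without peptide and 100% = 100 nM NTR1 peptide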
# Target sequence (P30989 whole entry, looked up): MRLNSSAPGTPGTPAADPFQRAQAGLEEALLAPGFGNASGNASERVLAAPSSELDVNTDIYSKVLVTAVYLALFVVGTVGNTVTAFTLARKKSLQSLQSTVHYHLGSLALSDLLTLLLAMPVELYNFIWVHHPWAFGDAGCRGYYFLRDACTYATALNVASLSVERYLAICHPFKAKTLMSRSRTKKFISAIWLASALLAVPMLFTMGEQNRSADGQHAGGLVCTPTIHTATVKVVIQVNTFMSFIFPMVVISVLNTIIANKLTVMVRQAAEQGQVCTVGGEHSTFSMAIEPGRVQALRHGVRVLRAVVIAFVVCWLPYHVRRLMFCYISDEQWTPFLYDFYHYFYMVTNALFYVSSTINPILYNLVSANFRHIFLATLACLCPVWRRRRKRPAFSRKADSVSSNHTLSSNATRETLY
# T cell HTS vesicle-bound %: second read-out of T cell HTS, no call of its own (marks repeat the call); double positive events, %; measured here: CD8+ vesicle-bound cell fraction;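 binding gate set so that unloaded-vesicle control wells show 10% double positive cells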
# NTR1 ag cell count 20 µM: further read-out of NTR1 ag, marked with its call; cell count; measured here: cell count, cytotoxicity flag
# Myeloid diff MLP GFP+ MAC1+ %: second read-out of Myeloid diff MLP, no call of its own (marks repeat the call); GFP+ MAC1+ double positive, %; measured here: differentiation confirmed by MAC1 staining
# Active calls of the source: *; i = inactive; ? = inconclusive; . = not tested or not shown; [ ] = remark or other dose.
structure	T cell HTS vesicle-bound %	K1F lysis inhibition	Myeloid diff MLP GFP+ MAC1+ %	NTR1 ag	RSV CPE inhibition	Salmonella PhoP GFP	T cell HTS	NTR1 ag cell count 20 µM	SV40 large T antigen	TNAP activation fold	Myeloid diff MLP	MgcRacGAP inhibition
CCC(=O)NCc1c(Cl)cccc1-n1cccc1	22	2.9%	1.6	0.3	-0.5%	0%	i	81	8%	1.1	i	8%
CCC(C)(C)C1CCC2(CC1)NC(=O)N(CC(=O)Nc1cc(C(F)(F)F)ccc1N1CCOCC1)C2=O (centres undefined)	39	0.1%	0.0	5.2	2.3%	-2%	i	59	5%	.	i	3%
Cc1noc(N)c1C(=O)Nc1ccccc1F	30	0.1%	0.9	0.0	.	5%	i	44	5%	1.2	i	12%
CCOC(=O)C1CCN(S(=O)(=O)c2ccc3c(c2)CCCN3C(C)=O)CC1	15	1.5%	1.0	-1.3	-0.6%	-3%	i	66	-26%	1.1	i	6%
O=C(NCc1ccco1)c1ccc([N+](=O)[O-])o1	26	0.1%	0.4	1.0	0.3%	-8%	i	49	3%	1.1	i	11%
CC(C)(C)CN1CCN(Cc2cccnc2)CC1CCO (centres undefined)	57	0.6%	0.8	0.6	0.8%	7%	i	60	5%	.	i	12%
Cc1cc(C)c2c(N)c(C(=O)c3ccc(Cl)cc3Cl)sc2n1	51	-1.1%	0.3	28	3.1%	-12%	i	43	8%	1.1	i	-1%
COc1ccc(CCNC(=O)c2cc(-c3cc(Cl)ccc3O)n[nH]2)cc1OC	12	0.0%	0.6	3.6	2.6%	-10%	i	57	11%	.	i	9%
O=C(Oc1ccc(C(=S)N2CCOCC2)cc1)c1ccccc1	21	0.5%	0.7	1.1	1.2%	-5%	i	49	17%	0.9	i	10%
Cc1ccc(/C=N/NC(=O)c2nnn(-c3nonc3N)c2CNc2ccccc2)cc1	12	0.5%	4.3	-1.2	1.2%	-5%	i	46	12%	.	i	11%
COc1ccc(CNC(=O)CCNS(=O)(=O)c2cccc3nsnc23)cc1	36	0.7%	0.1	0.9	3.3%	-1%	i	86	4%	1.1	i	1%
O=C(O)C1CCCCC1C(=O)Nc1cccc(Cl)c1Cl (centres undefined)	30	-0.3%	1.1	-2.1	-1.4%	-5%	i	67	1%	1	i	-5%
CCN1CCN(S(=O)(=O)c2ccc3ccccc3c2)CC1	32	6.2%	8.4	-1.9	0.7%	16%	i	71	11%	1.1	i	5%
Cc1cc(C)nc(/N=C(\N)N(Cc2ccccc2)Cc2ccccc2)n1	63	-0.1%	0.6	11	20%	-4%	i	59	2%	1.1	i	-1%
COc1cccc(CCNC(=O)CC2C(=O)NCCN2CC(C)(C)C)c1 (centres undefined)	16	2.4%	0.2	1.0	-0.7%	8%	i	46	4%	1.1	i	5%
COc1ccc(CNC(=O)COC(=O)c2ccc3ccccc3n2)cc1	6	0.4%[50 µM]	0.5	2.4	.	.	i	64	.	.	i	2%
Cc1ccc(N(C(=O)c2ccc(S(=O)(=O)N(C)C)cc2)C2C=CS(=O)(=O)C2)cc1 (centres undefined)	43	0.3%	1.0	2.9	0.1%	-3%	i	68	12%	1	i	4%
CC(C)c1ccc(/C=C/c2[nH]c(=O)[nH]c(=O)c2[N+](=O)[O-])cc1	50	i	0.1	2.9	9.5%	4%	i	47	7%	.	i	13%
O=C(Cc1ccccc1)Nc1nnc(-c2ccco2)o1	8	-0.2%	1.0	1.0	1.7%	2%	i	46	6%	1.1	i	-6%
COC(=O)c1ccc(CNC(=O)CCC(=O)N2CCOCC2)cc1	51	0.2%	1.2	0.1	.	.	i	61	.	.	i	7%

# Reprinted at random: 2 entries already listed, in no set order.
structure	T cell HTS vesicle-bound %	K1F lysis inhibition	Myeloid diff MLP GFP+ MAC1+ %	NTR1 ag	RSV CPE inhibition	Salmonella PhoP GFP	T cell HTS	NTR1 ag cell count 20 µM	SV40 large T antigen	TNAP activation fold	Myeloid diff MLP	MgcRacGAP inhibition
Cc1ccc(N(C(=O)c2ccc(S(=O)(=O)N(C)C)cc2)C2C=CS(=O)(=O)C2)cc1 (centres undefined)	43	0.3%	1.0	2.9	0.1%	-3%	i	68	12%	1	i	4%
CCC(=O)NCc1c(Cl)cccc1-n1cccc1	22	2.9%	1.6	0.3	-0.5%	0%	i	81	8%	1.1	i	8%

# Remaining list, next part.
structure	T cell HTS vesicle-bound %	K1F lysis inhibition	Myeloid diff MLP GFP+ MAC1+ %	NTR1 ag	RSV CPE inhibition	Salmonella PhoP GFP	T cell HTS	NTR1 ag cell count 20 µM	SV40 large T antigen	TNAP activation fold	Myeloid diff MLP	MgcRacGAP inhibition
COc1ccccc1NC(=O)Nc1ccc(C(N)=O)cc1	40	0.1%	0.2	0.6	1.8%	-7%	i	89	0%	1	i	3%
CCCNC(=O)c1cc(S(=O)(=O)N2CCc3ccccc32)cn1C	18	6.3%	6.2	1.1	0.1%	.	i	55	-7%	.	i	-1%
O=C(CCNC(=O)N1CC(=O)Nc2ccccc21)NCc1cccc(Cl)c1	8	0.4%	3.6	-0.3	1.9%	-12%	i	59	9%	.	i	10%
Cc1csc(NC(=O)CSc2nnc(CCNC(=O)c3ccc(Cl)c(Cl)c3)n2C)n1	30	0.3%	1.9	3.1	1.5%	3%	i	86	1%	1.1	i	4%
O=C(CCc1nc2ccccc2c(=O)[nH]1)OCc1nnc(-c2ccccc2)o1	10	1.2%	0.4	1.2	1.1%	-5%	i	49	2%	0.9	i	16%
CSCc1ccc(C(=O)NCc2ccc(C)cc2)cc1	37	4.3%	0.9	-0.1	0.2%	-4%	i	50	3%	1.1	i	10%
CCc1nnc(NC(=O)c2ccc(-c3cccc(C(F)(F)F)c3)o2)s1	13	0.3%	0.4	2.9	1.6%	-6%	i	76	3%	1.2	i	6%
N/C(=N\NS(=O)(=O)c1ccccc1C(F)(F)F)c1ccccn1	16	2.5%	0.4	-1.4	1.4%	-13%	i	52	29%	.	i	11%
Cn1cnnc1SCC(=O)Nc1ccc(Br)cc1F	7	1.3%	6.1	0.0	2.3%	-6%	i	59	8%	1	i	-1%
CCN1C(=O)C(C)S/C1=N\S(=O)(=O)c1ccc(F)cc1 (centres undefined)	35	1.4%[50 µM]	0.4	0.1	0.1%	18%	i	60	5%	1	i	4%
C=CCSc1ncccc1C(=O)NCCc1ccc(Cl)cc1	41	0.1%	0.9	0.6	0.6%	-3%	i	97	1%	.	i	10%
COc1cc2c(cc1OC)C1(NCC2)C(=O)Nc2ccccc21 (centres undefined)	40	0.7%	1.4	1.3	1.5%	-6%	i	90	5%	1.1	i	4%
CC(=O)Cn1cnc2scc(-c3ccc(C)c(C)c3)c2c1=O	56	1.0%	0.7	0.4	0.9%	1%	i	67	2%	.	i	21%
COCCOC(=O)C1=C(C)NC2=C(C(=O)CC(C)(C)C2)C1c1cc2c(cc1Br)OCO2 (centres undefined)	39	0.0%	0.3	-0.5	-0.3%	.	i	50	.	1.2	i	2%
CCOC(=O)/C(C#N)=C\c1ccc2c(c1)OCO2	14	0.5%	0.6	0.3	1.6%	.	i	73	.	.	i	10%
CN1CCN(C(=O)C2CCC(=O)N(Cc3cccc(C(F)(F)F)c3)C2)CC1 (centres undefined)	54	0.1%	0.6	-1.3	1.1%	-1%	i	49	8%	.	i	7%
COc1cc(OC)c(NC(=O)Cn2cccc2)cc1Cl	42	4.8%	4.4	-0.2	2.6%	0%	i	68	18%	1.1	i	0%
O=C(Nc1cccc(C(F)(F)F)c1)C1(c2ccccc2)CC1	10	2.0%[50 µM]	0.3	-0.7	1.1%	13%	i	53	10%	1.1	i	10%
CNC(=O)c1c(NC(=O)CCS(=O)(=O)c2ccc(F)cc2)sc(C)c1C	30	-0.9%	0.8	0.6	0.7%	0%	i	65	11%	.	i	3%
O=C(CCCN1C(=O)/C(=C\c2cccs2)SC1=S)Nc1ccc(O)cc1	17	0.6%	0.9	-0.1	50%	5%	i	50	12%	.	i	20%

structure	T cell HTS vesicle-bound %	K1F lysis inhibition	Myeloid diff MLP GFP+ MAC1+ %	NTR1 ag	RSV CPE inhibition	Salmonella PhoP GFP	T cell HTS	NTR1 ag cell count 20 µM	SV40 large T antigen	TNAP activation fold	Myeloid diff MLP	MgcRacGAP inhibition
CC1Cc2cc(/C(O)=C3\C(=O)C(=O)N(Cc4cccnc4)C3c3ccccc3F)ccc2O1 (centres undefined)	23	0.9%	1.0	0.8	0.8%	-3%	i	61	7%	.	i	3%
C/[N+]([O-])=C\C1C(=O)CC(C)(C)CC1=O	58	-0.1%	0.2	-0.7	2.5%	-3%	i	97	0%	1.1	i	7%
Cc1nc(C(F)(F)F)c(C(=O)O)cc1-c1nc(-c2ccccc2)cs1	14	0.3%	0.5	-0.4	-1.0%	-1%	i	109	3%	.	i	10%
Cc1cccc(NC(=O)Nc2ccc(Br)cc2)n1	27	0.0%	.	1.8	3.2%	1%	i	72	0%	.	?	7%
COC(=O)Cc1cc(=O)n2[nH]cnc2n1	7	1.7%	0.4	-1.6	.	-10%	i	30	1%	1.1	i	12%
CCOC(=O)/C=C/[C@H]1CCc2cccc(Cl)c2O1	18	0.4%	1.8	-1.4	-0.9%	.	i	67	.	.	i	4%
O=S(=O)(CCc1ccncc1)c1ccc(Cl)cc1	26	-0.1%	0.6	1.5	5.8%	4%	i	36	-5%	.	i	3%
COc1ccc(S(=O)(=O)N2CCOCC2)cc1NC(=O)COC(=O)c1ccc(C)s1	.	-1.8%	0.1	-1.1	.	-7%	.	97	6%	1.1	i	2%
CC(OC(=O)CCN=C1NS(=O)(=O)c2ccccc21)C(=O)N(C)C1CCCCC1 (centres undefined)	3	1.1%[50 µM]	0.7	-0.8	1.8%	-6%	i	60	10%	.	i	3%
CCc1ccccc1N(C)S(=O)(=O)c1ccc2[nH]cc(C(=O)N3CCc4ccccc43)c(=O)c2c1	30	-3.2%	.	0.4	4.7%	3%	i	47	9%	1	?	4%
Cn1c(/C=C/c2ccc(Cl)cc2)c([N+](=O)[O-])c(=O)n(C)c1=O	15	1.0%[50 µM]	.	3.6	?	1%	i	98	6%	.	?	4%
